# Screening data from PubChem BioAssay.
# OX1R antagonist – OX1R (HCRTR1) antagonists, primary screen, fluorescence, CHO/OX1R cells, Fluo-8 calcium, orexin A; Orexin/Hypocretin receptor type 1 (Homo sapiens), O43613; Fluo-8 calcium fluorescence; inhibition, % at 5 µM; actives 0.43% (n = 330,000); AID 434989, 2010;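 active = inhibition above its plate's threshold, mean inhibition of all tested compounds on the plate plus 3 SD, cut at about 37% in these data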;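 note: 0% = orexin A challenge wells and 100% = SB-334867-A antagonist wells; not every result past the cut was called active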
# Target sequence (O43613 whole entry, looked up): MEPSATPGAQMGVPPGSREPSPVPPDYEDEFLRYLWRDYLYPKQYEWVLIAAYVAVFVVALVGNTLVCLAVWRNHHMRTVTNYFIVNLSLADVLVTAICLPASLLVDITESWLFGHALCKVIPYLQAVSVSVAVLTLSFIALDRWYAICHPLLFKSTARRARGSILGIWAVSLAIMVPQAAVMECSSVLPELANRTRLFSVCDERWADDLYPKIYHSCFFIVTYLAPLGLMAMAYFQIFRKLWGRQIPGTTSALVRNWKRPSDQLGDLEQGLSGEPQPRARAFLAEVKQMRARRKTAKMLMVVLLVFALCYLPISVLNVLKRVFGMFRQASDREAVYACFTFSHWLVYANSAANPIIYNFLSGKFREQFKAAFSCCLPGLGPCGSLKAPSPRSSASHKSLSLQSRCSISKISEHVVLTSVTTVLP
# CHT allo act – CHT positive allosteric modulators, primary screen, cell-based, membrane potential dye, choline EC20. High affinity choline transporter 1 (Homo sapiens), Q9GZV3. CHT-expressing cells; stronger effect = higher value; LV-AA mutant CHT in HEK293 cells. B-score at 10 µM. actives 0.49% (n = 310,000). AID 488977, 2010;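 active = initial fluorescence not abnormally high and integrated response B-score, plate-corrected, over 3 SD above library mean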
# Target sequence (Q9GZV3 whole entry, looked up): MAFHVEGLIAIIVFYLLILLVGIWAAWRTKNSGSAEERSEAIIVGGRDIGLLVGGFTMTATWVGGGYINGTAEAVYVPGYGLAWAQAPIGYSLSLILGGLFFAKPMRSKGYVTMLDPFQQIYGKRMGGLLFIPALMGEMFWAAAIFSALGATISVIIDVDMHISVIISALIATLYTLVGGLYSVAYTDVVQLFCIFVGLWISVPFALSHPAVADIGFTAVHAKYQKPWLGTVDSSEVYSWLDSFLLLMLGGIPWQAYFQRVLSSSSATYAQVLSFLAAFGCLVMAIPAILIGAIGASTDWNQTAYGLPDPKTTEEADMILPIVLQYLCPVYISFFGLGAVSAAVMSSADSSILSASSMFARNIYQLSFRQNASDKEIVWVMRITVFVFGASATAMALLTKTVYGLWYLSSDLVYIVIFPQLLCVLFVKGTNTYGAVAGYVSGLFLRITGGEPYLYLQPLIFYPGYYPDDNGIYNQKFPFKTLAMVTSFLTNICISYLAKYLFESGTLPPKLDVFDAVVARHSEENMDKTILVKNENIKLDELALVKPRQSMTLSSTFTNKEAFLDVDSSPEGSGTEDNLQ
# An asterisk follows results filed as active; i = inactive; . = no result given. Compounds were not picked by outcome; overall some 0.8% were active at least once.
SMILES,OX1R antagonist,CHT allo act
CCC(=O)Nc1ccc(Nc2nc(C)c([N+](=O)[O-])c(Nc3ccc(NC(=O)CC)cc3)n2)cc1,-8.4,i
COc1ccc(N/C=C/C(=O)C(C)(C)C)cc1,-6.9,i
O=S1(=O)N=C(N(Cc2cccs2)c2ccc(O)cc2)c2ccccc21,-15.3,i
CN1CCCN(C(=O)c2cccc(Cl)c2)CC1,-7.1,i
C=CCOc1ccc(C2NC(=S)NC(C)=C2C(=O)c2ccccc2)cc1OC (stereo unspecified),-10.2,i
CCOc1cc(C(=O)Nc2cc(C(=O)OC)ccc2C)ccc1OCC(=O)N1CCOCC1,0.5,.
Cc1cc(NC(=O)CSc2nnc(-c3ccccc3)n2Cc2ccco2)no1,-34.7,i
COc1ccc(NC(=O)NC[C@@H]2CC[C@@H](Cc3ccc(-c4ccccc4)cc3)O2)cc1,30.8,.
COc1cc(C(=O)OCc2cc3ccccc3[nH]c2=O)cc(OC)c1OC,4.7,i
Cc1c(O)ccc(/C=N/Nc2ncccc2[N+](=O)[O-])c1O,-4.7,i
Cc1ccc(C)c(OCCn2nnc3ccccc32)c1,-7.2,i
CN1CCC(CN)(N2CCN(c3ccccc3)CC2)CC1,-2.6,i
CC(Oc1ccc(Cl)cc1Cl)C(=O)Nc1ncccn1 (stereo unspecified),-14.3,i
C/C(=N/NC(=O)c1nnn(-c2nonc2N)c1COc1ccccc1)c1ccc(O)cc1,2.9,i
COc1cccc(-c2nc3sc4c(c3c(=O)[nH]2)CCCCC4)c1,-9.8,i
COc1ccc(CCNS(=O)(=O)c2cn(C)c(=O)n(C)c2=O)cc1OC,-11.4,i
O=C(O)C1CCCN(S(=O)(=O)c2ccc(Br)s2)C1 (stereo unspecified),-15.8,i
COCCCn1c(=O)c2sccc2n2c(CCCC(=O)NCc3cccc(OC)c3)nnc12,-13.6,i
COc1ccc([N+](=O)[O-])cc1NC(=O)COC(C)=O,7.4,i
CC(C)c1cc(N2CCC(=O)NC2=O)cc(C(=O)O)c1O,-7.4,i
Cc1nnc(N2C(=O)C(O)=C(C(=O)c3ccco3)C2c2cccc([N+](=O)[O-])c2)s1 (stereo unspecified),2.4,i
CCOC(=O)c1sc(=NC(=O)COc2ccc(Cl)cc2)n(C)c1C,-5.1,i
COc1ccc(-c2nc(CN3CCC(C(=O)NCC4CCCO4)CC3)c(C)o2)cc1OC (stereo unspecified),-14.4,i
COc1ccc(N(CC(=O)Nc2cccc(C(F)(F)F)c2)S(=O)(=O)c2c(C)[nH]c(=O)[nH]c2=O)cc1,-1.2,i
C=CCn1c(-c2cccnc2Cl)nc2cc(Cl)c(Cl)cc21,-22.6,i
COc1ccc(CNC(=O)[C@H](NC(=O)C2CCN(C(=O)[C@@H](N)CCSC)CC2)C(C)C)cc1,-19.7,i
CCCCN(C(=O)CCNC(=O)NC12CC3CC(CC(C3)C1)C2)c1c(N)n(CCCC)c(=O)[nH]c1=O,-36.5,i
CCOC(=O)NC(=O)/C(C#N)=N/Nc1ccc(F)cc1,6.5,i
Cc1ccc(C(=O)NCCCNC(=O)COc2ccc(C)c(C)c2)cn1,-19.9,i
CCCCCC(=O)NC(=S)Nc1ccc(NC(=O)c2ccco2)cc1,-18.6,i
Cc1ccccc1N(CC(=O)Nc1ccccc1C(=O)O)S(C)(=O)=O,-3.4,i
c1cc2c(cc1C1=NNC(=NC3CC3)SC1)OCCO2,-15.4,i
COc1ccc(-c2nnc(NC(=O)C(C)C)s2)c(OC)c1,-11.4,i
CCCCNC(=O)NS(=O)(=O)c1ccc(NC(=O)CCC(=O)c2cccs2)cc1,-4.1,i
COC(=O)Nc1ccc(SCC(=O)c2ccccc2)cc1,-9.3,i
CC(C)NC(=O)N(C)C[C@H]1Oc2c(NC(=O)Cc3ccccc3)cccc2C(=O)N([C@H](C)CO)C[C@@H]1C,-24.1,.
Fc1ccccc1CSc1nnc(-c2cccnc2)o1,-10.4,i
Cc1cc(NC(=O)COC(=O)CCS(=O)(=O)c2ccc(C)c(C)c2)no1,-16.0,i
C=CCC(C=C)[N+]1(CC(=O)OC)CCCCC1 (stereo unspecified),3.9,i
COc1cccc(NS(=O)(=O)c2cc3[nH]c(=O)c(=O)[nH]c3cc2C)c1,4.6,i
Nc1nc(SCC(=O)O)[nH]c(=O)c1NC(=O)c1ccccc1F,-1.7,i
COc1ccc(N=C(C)C2=C(O)c3ccccc3C2=O)cc1,-31.5,i
CCSc1nnc2n1C(C)(C)Cc1ccccc1-2,-13.4,i
CN(CC(=O)Nc1ccccc1C(F)(F)F)C(=O)c1cc(-c2cccs2)nn1-c1ccccc1,-38.2,i
COCCN(CCOC)C(=S)Nc1ccccc1,-9.6,i
CC1=CC(C)C2C(=O)N(c3ccccc3)NC(=O)C2C1 (stereo unspecified),-3.9,i
CCN(CC(=O)Nc1c(F)cccc1F)C(=O)CSCC(=O)Nc1cc(C)on1,-7.1,i
Cc1cc(=O)oc2c3c(cc(OCC(=O)NC(Cc4ccc(Cl)cc4)C(=O)O)c12)OC(C)(C)CC3 (stereo unspecified),-3.2,i
CC(CN1CCOCC1)OC(=O)CCc1ccccc1 (stereo unspecified),-9.9,i
CCN(CC)S(=O)(=O)c1ccc(OC)c(NC(=O)CC2CCCC2)c1,-23.3,i

# Four of these compounds, set out differently.
molecule: COc1ccc(N=C(C)C2=C(O)c3ccccc3C2=O)cc1
  OX1R antagonist: -31.5 | CHT allo act: i
molecule: CCSc1nnc2n1C(C)(C)Cc1ccccc1-2
  OX1R antagonist: -13.4 | CHT allo act: i
molecule: CN(CC(=O)Nc1ccccc1C(F)(F)F)C(=O)c1cc(-c2cccs2)nn1-c1ccccc1
  OX1R antagonist: -38.2 | CHT allo act: i
molecule: COCCN(CCOC)C(=S)Nc1ccccc1
  OX1R antagonist: -9.6 | CHT allo act: i

# Continuation.
SMILES,OX1R antagonist,CHT allo act
CCOc1ccc(CCNC(=O)CCc2nc3ccccc3[nH]2)cc1OCC,-18.9,i
CC(C)(C)c1nc2ccccc2c2nnc(SCC(=O)Nc3nc4ccccc4s3)n12,-3.2,i
CC(NCc1cccn1C)c1ccccc1 (stereo unspecified),-27.1,i
COc1ccc(-n2cnnc2SCC(=O)c2cc(C)n(Cc3cccs3)c2C)cc1,-37.5,i
Cc1cc(Cl)ccc1Oc1ncc(CN2CCN(c3ccccc3)CC2)s1,-24.5,i
C/C(=N/OC(=O)c1cccc(Cl)c1)c1nccs1,-2.3,i
C=CCNC(=O)C(=O)Nc1cc2c3c(c1)CCC(=O)N3CCC2,-1.1,i
S=C(NC1CCCCC1)NC1CC2C=CC1C2 (stereo unspecified),-17.3,i
COc1cccc(-c2ccc(-c3noc(-c4ccccc4F)n3)c(OC)n2)c1,-20.8,i
CCN(CC(=O)NCc1ccc(Cl)cc1)C(=O)c1ccc(S(=O)(=O)N(C)C)cc1,-12.4,i
COc1ccc(CN2C(=O)C(CC(C)C)Nc3ncnc(N4CCOCC4)c32)cc1 (stereo unspecified),-4.1,i
Nc1nc(-c2ccccc2)c(N=Nc2ccccc2Cl)s1,-16.4,i
Cc1cnc(NC(=O)Cc2ccccc2F)s1,-2.2,i
NC(=O)c1ccc(NC(=O)COC(=O)CCSc2ccccc2)cc1,6.7,i
COc1ccc(-c2nc(C#N)c(N3CC(C)OC(C)C3)o2)cc1OC (stereo unspecified),-20.2,i
CCOc1ccc2ccccc2c1/C=N\NC(=O)c1ccc([N+](=O)[O-])cc1,-24.2,i
C[C@H]1Oc2ccccc2C(=O)C1C(=O)c1ccccc1 (stereo partly specified),-16.2,i
O=C(NCc1ccco1)C(c1ccco1)N(CCc1ccccc1)C(=O)Cn1nnc2ccccc21 (stereo unspecified),-54.5,i
CCOC(=O)N1CCN(C(c2ccc(Cl)cc2)c2sc3nc(C)nn3c2O)CC1 (stereo unspecified),-12.7,i
CC1CC(C)CN(S(=O)(=O)c2cc3c4c(c2)CCC(=O)N4CCC3)C1 (stereo unspecified),-27.8,i

# 4 compounds out of the list above, sorted by their value in OX1R antagonist, high to low:
molecule | OX1R antagonist
NC(=O)c1ccc(NC(=O)COC(=O)CCSc2ccccc2)cc1 | 6.7
Nc1nc(-c2ccccc2)c(N=Nc2ccccc2Cl)s1 | -16.4
COc1ccc(-c2nc(C#N)c(N3CC(C)OC(C)C3)o2)cc1OC (stereo unspecified) | -20.2
CCOc1ccc2ccccc2c1/C=N\NC(=O)c1ccc([N+](=O)[O-])cc1 | -24.2

# The results go on:
SMILES,OX1R antagonist,CHT allo act
CCS(=O)(=O)C1=NN2C(=N)/C(=C\c3ccc(OC(=O)c4ccco4)cc3)C(=O)N=C2S1,0.9,i
CN1/C(=C\C(=O)COC(=O)C2COc3ccccc3O2)C(C)(C)c2ccccc21 (stereo unspecified),7.8,i
CCOc1ccccc1-n1c(=S)sc2c(=O)n(-c3ccccc3)c(=S)[nH]c21,-26.4,i
CC(=O)Nc1c(OC(C)=O)ccc2c(C)cc(=O)oc12,-10.2,i
CC1(C)N=C(N)N=C(N)N1c1cccc(CN)c1,-7.7,i
CCS(=O)(=O)N1N=C(c2cccs2)CC1c1cc2cc(C)ccc2nc1Cl (stereo unspecified),-9.1,i
O=C1C(=O)N(Cc2ccco2)C(c2cccc(Cl)c2)/C1=C(\O)c1ccc2c(c1)OCCO2 (stereo unspecified),-5.8,i
O=C(CSc1ccc(-c2ccccn2)nn1)NCc1ccc(Cl)cc1,-19.4,i
CCN(CC)c1ccc(-n2cc3c(=O)n(C)c(=O)n(C)c3c2)cc1,12.1,i
CCC1CCC2(CC1)NC(=O)N(CC(=O)c1c(C)[nH]c3ccccc13)C2=O (stereo unspecified),-21.8,i
Cc1ccc(C)c(C(=O)OCC(=O)N(C)c2ccccc2)c1,-30.5,i
Cc1cccc(OCc2nnc(SCC(=O)c3ccccc3)o2)c1,-22.9,i
CC(C)C(c1nnnn1Cc1cccs1)N1CCN(C(=O)c2ccco2)CC1 (stereo unspecified),-4.5,i
CC1=C(C(=O)OCCBr)C(c2cccc3ccccc23)NC(=O)N1 (stereo unspecified),-21.4,i
Cc1nc(SCC(=O)NC(=O)NC(C)(C)C)nc(C)c1C,-12.6,i
COCCSc1nnc(NS(=O)(=O)c2ccc(F)cc2)s1,-10.1,i
Brc1ccc(Nc2nc(-c3cccnc3)cs2)cc1,-26.3,i
CCN(CC)C(=O)CSc1ncnc2c(-c3ccc(OC)cc3)nsc12,-9.0,i
Cc1ccc(NC(=O)OCc2cn(-c3ccc(Cl)cc3)nn2)cc1,-6.8,i
O=C(CN1C(=O)CC(c2ccccc2)Sc2ccccc21)NCC1CCCO1 (stereo unspecified),-9.3,i
NC(=O)C1(NC(=O)[C@@H]2CC3(CC(c4cccc(NC(=O)[C@@H]5CCC(=O)N5)c4)=NO3)CN2C(=O)Cc2ccc(C(F)(F)F)cc2)CC1 (stereo partly specified),1.5,i
Cc1ccc(C(=O)O)cc1NC(=S)NC(=O)Cc1ccccc1,2.1,i
CN(C)CC(C)(C)CNC(=O)C1CCN(Cc2ccccc2O)CC1,-10.4,i
O=C(NCC(c1cccnc1)N1CCN(c2ccccc2F)CC1)OCc1ccccc1 (stereo unspecified),-17.2,i
COc1ccc(/C=C/C(=O)NC2CC3CCC2C3)cc1 (stereo unspecified),-24.0,i
Cn1c(SCC(=O)c2ccccc2)nnc1-c1ccncc1,-8.0,i
CC/C=C/C(=O)N1CC2(CC(c3cccc(NC(=O)c4ccccc4)c3)=NO2)C[C@@H]1C(N)=O (stereo partly specified),-16.6,i
O=C1CC(N2CCN(c3ccccc3F)CC2)C(=O)N1c1ccc2c(c1)OCCO2 (stereo unspecified),-8.6,i
Cc1oc(-c2ccccc2F)nc1CS(=O)CC(=O)NCc1cccs1 (stereo unspecified),-19.1,i
CC(C)N(C(=O)CSc1nnc(-c2cc3ccccc3cc2O)n1Cc1ccco1)C(C)C,-8.3,i
CCCCn1c(CNC(=O)CC)nc2ccccc21,-12.3,i
O=C(C1CCC1)N1CCc2cc(S(=O)(=O)NCc3ccco3)ccc21,-8.1,i
CN(C1CCS(=O)(=O)C1)S(=O)(=O)c1ccc(N2CCCC2=O)cc1 (stereo unspecified),10.4,i
CC(=O)NCCOc1nc(N2CCCCC2)nc(N2CCCCC2)n1,-16.1,i
O=C(CSc1nc(C2CC2)nc2ccccc12)N1CCc2ccccc2C1,-21.8,i
OC1(C#CCCN2CCCCC2)c2ccccc2-c2ccccc21,-16.8,i
O=C(NC(Cc1ccccc1)C(=O)O)/C(=C\c1ccco1)NC(=O)c1ccccc1 (stereo unspecified),-13.9,i
O=C1Cc2cc(S(=O)(=O)NCc3ccccc3Cl)cc3c2N1CCC3,-4.3,i
CC(C)(C)CC(=O)Nc1nnc(SCC(=O)Nc2ccccc2F)s1,-23.1,i
COc1ccc(N(CC(=O)NCc2ccc(F)cc2)C(=O)c2snc(C(N)=O)c2N)cc1,-10.0,i
O=Cc1c(NCCc2cccc(F)c2)c2ccccc2[nH]c1=O,-24.6,i
NNC(=O)c1ccccc1CO,8.4,i
COc1ccc(N2CCN(C(=O)c3cccc(S(=O)(=O)N4CCOCC4)c3)CC2)cc1,-0.6,.
CC(C)(C)NC(=O)C(c1ccncc1)N(Cc1cccs1)C(=O)Cn1nnc(-c2ccc(F)cc2)n1 (stereo unspecified),-24.6,i
Cc1nn(-c2ccc(F)cc2)c(Cl)c1C(=O)OC(C)C(=O)N(C)C1CCCCC1 (stereo unspecified),-5.5,.
Cc1c(N(C(=O)c2ccccn2)C2(C(=O)NC3CCCC3)CCCCC2)c(=O)n(-c2ccccc2)n1C,1.3,i
COc1ccc(NC(=O)c2ccccc2NC(=O)CSc2ccc(Cl)cc2)cc1,-12.4,i
Cn1c(=O)c(=O)n(C)c2cc(S(=O)(=O)N3CCN(C4CCCCC4)CC3)ccc21,-21.6,13.3*
